# TRPC4 PAM – allosterically enhances the mouse TRPC4 cation channel; Q9QUQ5; HEK293 TRPC4beta/mu-opioid, DAMGO EC20, Fluo-4 Ca2+ flux; active compounds read high; B-score at 10 µM; 0.42% of 310,000 active; AID 2227;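 active = B-score of calcium response area above 5 SD of library B-scores, with initial fluorescence ratio within 5 SD of library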;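 also: B-score of integrated fluorescence ratio over time as area under calcium response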
# TRPC4 act – activators of mouse TRPC4 channel | Q9QUQ5 | AID 2237 | 0.49% of 310,000 active | HEK293 TRPC4beta/mu-opioid, Fluo4 calcium fluorescence; active compounds read high | B-score at 10 µM;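 active = B-score above 5 SD of library B-scores, and initial fluorescence ratio not above library mean plus 5 SD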;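 also: positive B-score marks a calcium rise read as TRPC4 activation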
#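 Assay system: HEK293 stable line with TRPC4beta plus mu-opioid receptor; schedule: 45 min room-temperature Fluo4 loading, 110 s read; technique: kinetic Fluo4 calcium fluorescence; evaluation: integrated baseline-normalised fluorescence ratio, converted to per-well B score; controls: buffer (low) and maximal DAMGO (high)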
# SKKanGAS inh – blocks kanamycin growth of S. pyogenes SKKanGAS strain; BacTiter-Glo, 6 h; inhibition, % at 7.5 µM; 1.3% of 300,000 active;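 active = mean replicate score, as percent of positive control median, at least 50; inconclusive = mean below 50 but one replicate at or above 50; inactive = mean and every replicate below 50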;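 also: strain carries kanamycin resistance gene driven by streptokinase promoter and grows in 40 µg/ml kanamycin; loss of luminescence reflects streptokinase promoter inhibition or plain growth inhibition; 0% = median of DMSO wells and 100% = positive control at its reference dose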
# TRPC4 block – inhibitors of mouse TRPC4 channel; Q9QUQ5; HEK293 TRPC4beta/mu-opioid, DAMGO-evoked Fluo4 calcium flux; active compounds read low; B-score at 10 µM; 0.39% of 300,000 active;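 active = B-score over 3 SD under the library average, no early fluorescence shift, positive overall ratio signal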
#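 Assay system: HEK293 cells with stable TRPC4beta plus mu-opioid receptor expression. Dosing: single dose. Measured by: Fluo4 Ca2+ flux fluorescence. Also added: DAMGO in two steps, submaximal then maximal. Read-out: B score from integrated Fluo4 fluorescence ratio.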
# KLF5 inh – kruppel-like factor 5 inhibition; DLD-1 KLF5 promoter-luciferase reporter, luminescence; inhibition, % at 5 µM; 0.23% of 290,000 active;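 active = inhibition above a per-plate limit of that plate's mean compound inhibition plus 3 SD, cut at about 60% in these data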;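 also: 0% = DMSO wells and 100% = LY294002 at 200 µM; higher means less KLF5 promoter-driven luciferase light; inactives centre near -14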
# TRPC6 act – activates the mouse TRPC6 cation channel; Q61143; B-score at 10 µM; HEK293-TRPC6 membrane potential dye fluorescence; active compounds read high; AID 2550; 0.13% of 310,000 active;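 active = B-score of the integrated fluorescence ratio above library mean plus 3 SD, and starting fluorescence ratio within library mean plus 5 SD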;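 also: higher score means more depolarization so channel activation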
# Target sequence (Q61143 whole entry, looked up): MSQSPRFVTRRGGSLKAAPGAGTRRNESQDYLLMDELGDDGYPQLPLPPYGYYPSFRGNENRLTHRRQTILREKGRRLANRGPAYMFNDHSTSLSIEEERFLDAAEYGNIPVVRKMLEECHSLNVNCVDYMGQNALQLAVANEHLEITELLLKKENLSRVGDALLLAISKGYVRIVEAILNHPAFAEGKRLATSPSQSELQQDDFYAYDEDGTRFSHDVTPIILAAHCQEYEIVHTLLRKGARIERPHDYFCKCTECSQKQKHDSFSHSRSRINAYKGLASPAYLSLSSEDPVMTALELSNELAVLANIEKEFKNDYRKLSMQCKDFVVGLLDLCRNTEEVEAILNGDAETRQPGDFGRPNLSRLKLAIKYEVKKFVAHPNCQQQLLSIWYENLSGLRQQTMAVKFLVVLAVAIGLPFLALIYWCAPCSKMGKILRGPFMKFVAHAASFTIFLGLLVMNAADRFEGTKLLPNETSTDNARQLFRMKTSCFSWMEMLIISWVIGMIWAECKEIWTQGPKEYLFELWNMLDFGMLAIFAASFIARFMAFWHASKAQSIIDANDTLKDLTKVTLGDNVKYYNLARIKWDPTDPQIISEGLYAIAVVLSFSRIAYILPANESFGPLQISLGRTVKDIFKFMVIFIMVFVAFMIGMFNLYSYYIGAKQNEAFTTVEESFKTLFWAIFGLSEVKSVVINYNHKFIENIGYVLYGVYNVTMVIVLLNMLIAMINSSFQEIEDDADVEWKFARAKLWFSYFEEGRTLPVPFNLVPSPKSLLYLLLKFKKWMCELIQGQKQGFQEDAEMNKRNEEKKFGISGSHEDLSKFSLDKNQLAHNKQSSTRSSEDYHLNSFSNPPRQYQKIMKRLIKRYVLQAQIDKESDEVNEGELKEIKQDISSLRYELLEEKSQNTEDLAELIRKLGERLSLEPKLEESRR
# HIF act – HIF pathway transcriptional activation | 0.32% of 300,000 active | activation, % at 7.5 µM (by protocol) | U2OS HRE-luciferase reporter, luminescence; normalized: DMSO 0%, desferrioxamine 100%;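 active = mean activation of at least 10% of the iron chelator positive control signal, with at least half of replicates also reaching 10%; inconclusive = mean and replicate majority disagree about reaching 10%; inactive = mean and most replicates under 10%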
# IEC-6 tox – IEC-6 cytotoxicity, counter-screen for KLF5 inhibitors. luminescence viability. inhibition, % at 5 µM. 0.78% of 290,000 active. AID 1825; in the data active = inhibition above about 22%;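 also: 0% = plate median of test compound wells and 100% = cytotoxic reference compound wells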
# TRPC6 inhibitor – inhibitors of mouse TRPC6 channel; B-score at 10 µM; 1.1% of 310,000 active; HEK293-TRPC6, membrane potential dye, ACh-evoked depolarization; active compounds read low; Q61143; AID 2553;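 active = B-score under library mean minus 3 SD, initial fluorescence not abnormally high, positive integrated signal ratio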;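 also: B-score derived from integrated fluorescence ratio over the kinetic read; more negative B-score means stronger inhibition of depolarization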
# aSyn UTR inh – MLPCN primary screen, SNCA 5' untranslated region. alpha-synuclein 5'UTR reporter, inhibitor activity. inhibition, % (tested at 7.5 µM). 0.82% of 300,000 active. AID 1813; in the data active = inhibition above about 60%; inconclusive = no clear call, values can overlap the other calls;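 also: H4 neuroglioblastoma cells stably carrying SNCA 5'UTR luciferase fusion; 0% = DMSO wells and 100% = positive control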
# MrgX1 antagonist – human MrgX1 receptor antagonism, primary screen. Q96LB2. MRGX1-HEK293 calcium flux, Fluo-4, BAM8-22 antagonism; active compounds read low. B-score at 10 µM. 1.3% of 310,000 active;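 active = calcium-response B-score plate-corrected more than 3 library SD below zero, starting fluorescence within 5 deviations, no agonist response on first addition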;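 also: peak minus trough fluorescence over baseline after final BAM8-22 challenge near maximal dose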
# Active calls of the source: *; i = inactive; ? = inconclusive; . = not tested or not shown.
# Results follow in this order: TRPC4 PAM	TRPC4 act	SKKanGAS inh	TRPC4 block	KLF5 inh	TRPC6 act	HIF act	IEC-6 tox	TRPC6 inhibitor	aSyn UTR inh	MrgX1 antagonist
1: CC(C)CNS(=O)(=O)c1ccc(OCC(=O)NCC2CCCO2)c(Cl)c1 (stereo unspecified)
    i	i	-7	i	6	i	-0.5	5	i	-22	i
2: COc1cccc(NC(=O)Cn2c(=O)oc3cc(S(=O)(=O)N4CCCC4)ccc32)c1
    i	i	6	i	5	i	-0.5	6	i	-31	i
3: O=S(=O)(c1ccccc1)n1c(C(O)c2ccccn2)cc2ccccc21 (stereo unspecified)
    i	i	-4	i	11	i	0.2	-4	i	3	i
4: Cc1c(CCC(=O)O)c(=O)oc2cc3occ(-c4ccc(F)cc4)c3cc12
    i	i	11	i	-22	i	-1.8	0	i	-34	i
5: Cc1cc(C)c2c(N)c(C(=O)Nc3ccccc3Cl)sc2n1
    i	i	-9	i	.	i	2.8	.	i	-105	i
6: CC(NS(=O)(=O)/C=C/c1ccccc1)c1ccccc1 (stereo unspecified)
    i	i	2	i	-15	i	-0.2	-8	i	2	i
7: CC(=O)c1c(C)[nH]c(C(=O)CSc2ncnc3sc(-c4ccccc4)cc23)c1C
    i	i	5	i	0	i	-0.4	1	i	-29	i
8: Cn1c(SCC(=O)N/N=C/c2ccco2)nc2ccccc21
    i	i	-5	i	20	i	-0.7	-2	i	30	i
9: COc1ccc(OC)c2c(=O)cc(C(=O)O)[nH]c12
    i	i	5	i	9	i	0.2	1	i	-4	i
10: COc1cccc(CNC(=O)CSc2ccc(-c3cccs3)nn2)c1
    i	i	-9	i	-2	i	0.2	1	i	7	i
11: CCOc1ccc(C(=O)COC(=O)c2cccc(-n3cnnn3)c2)cc1
    i	i	-1	i	-81	i	0.9	0	i	-7	i
12: Nc1nc(-c2ccc(Oc3ccccc3)cc2)c(CC(=O)O)s1
    i	i	7	i	-44	i	-1.0	-9	i	-8	i
13: CNC(=S)N(CCc1c(C)[nH]c2ccc(OC)cc12)Cc1ccco1
    i	i	3	i	-3	i	0.9	-3	i	5	i
14: Cc1cc(C)cc(-n2ncc3c2CCCC3NC(=O)C2CCC2)c1 (stereo unspecified)
    i	i	-6	i	8	i	-0.2	0	i	9	i
15: CCOC(=O)C1CCCN(S(=O)(=O)c2ccc(F)c(C(=O)Nc3ccc(F)c(F)c3)c2)C1 (stereo unspecified)
    i	i	-1	i	-9	i	-0.3	0	i	9	i
16: Cc1ccc(C2(c3ccc(C)cc3)NC(=O)N(Cc3c(C)noc3C)C2=O)cc1
    i	i	4	i	-22	i	-0.7	1	i	26	i
17: CCOC(=O)N1CCN(CC(O)COc2cc(C)ccc2C(C)C)CC1 (stereo unspecified)
    i	i	-2	i	-34	i	-0.3	1	i	27	i
18: CCNS(=O)(=O)c1ccc(NC(=O)Cn2cc([N+](=O)[O-])cn2)cc1
    i	i	-9	i	-41	i	-0.1	-6	i	8	i
19: COc1ccc(CC(=O)Nc2nc3n(n2)C(c2ccccc2)CC(=O)N3)cc1OC (stereo unspecified)
    i	i	-20	i	4	i	1.0	4	i	1	i
20: COc1ccc(S(=O)(=O)NCC2CCCN(Cc3ccccc3C)C2)cc1 (stereo unspecified)
    i	i	8	i	-11	i	-0.2	4	i	-11	i
21: COc1ccc2ccccc2c1/C=N/NC(=O)c1cc(C)[nH]n1
    i	i	-1	i	15	i	-0.3	8	i	18	i
22: COc1ccc(OC)c(NC(=O)C(C)N2c3cccc4cccc(c34)S2(=O)=O)c1 (stereo unspecified)
    i	i	-14	i	17	i	-8.5	5	i	4	i
23: CCOC(=O)CNC(=O)c1c2c(nc3ccccc13)CCCC2
    i	i	-1	i	-16	i	-0.2	4	i	-13	i
24: CCN(CC(=O)NC(C)C)C(=O)Cc1ccc(C)c(C)c1
    i	i	0	i	0	i	-0.4	0	i	-3	i
25: O=C(COc1ccccc1)N/N=C/c1ccc([N+](=O)[O-])o1
    i	i	20	i	-12	i	0.1	-15	i	-34	i
26: COC(=O)c1ccccc1NC(=O)Cn1nnc(-c2ccc(OC)cc2)n1
    i	i	-2	i	-7	i	0.4	2	i	4	i
27: COc1ccc(/C=N\NC(=O)c2c(C)nc3ccc(Br)cn23)cc1
    i	i	-16	i	65*	i	0.1	47*	i	?	i
28: Cc1ccc(N(CC(=O)NC2CCCCC2)C(=O)CNC(=O)c2ccco2)cc1F
    i	i	-1	i	-25	i	-0.6	1	i	-5	i
29: COC(=O)c1scc(C)c1NC(=O)Cc1ccccc1
    i	i	-3	i	24	i	-0.3	2	i	14	i
30: Cc1ccc(NC(=O)c2ccccc2)cc1OC(=O)c1ccccc1
    i	i	-14	i	-55	i	0.6	3	i	-109	i
31: Cc1[nH]c2ccc(-c3nnc(SCC(=O)c4ccccc4F)o3)cc2c1C
    i	i	16	i	-23	i	0.5	-5	i	25	i
32: O=C(NCCCn1ccnc1)Nc1cccc(Cl)c1
    i	i	3	i	-3	i	-0.2	4	i	-23	i
33: COC(=O)c1sccc1NC(=O)CSc1cc(Cl)ccc1Cl
    i	i	-8	i	-12	i	0.1	6	i	5	i
34: COc1cc(C(C[N+](=O)[O-])c2c(C)[nH]c3ccccc23)cc(OC)c1OC (stereo unspecified)
    i	i	-8	i	-8	i	-0.1	3	i	16	i
35: COC(=O)c1cc(OCC(=O)NC2CCCc3ccccc32)cc(C(=O)OC)c1 (stereo unspecified)
    i	i	3	i	-23	i	-0.2	3	i	9	i
36: Cc1cccc(NC(=O)c2cc(N3C(=O)CCC3=O)ccc2Cl)n1
    i	i	0	i	-50	i	-0.1	-1	i	18	i
37: CCN1C(=NCCOC)N[C@@H](c2cccs2)C(C(=O)OC)=C1C
    i	i	-2	i	15	i	0.2	3	i	6	i
38: COc1ccc(NC(=O)C(NS(=O)(=O)c2ccc3c(c2)CCCN3C(C)=O)C(C)C)c(OC)c1 (stereo unspecified)
    i	i	0	i	-14	i	-0.4	1	i	-13	i
39: Cn1/c(=N/NC(=O)c2ccccc2F)sc2ccccc21
    i	i	6	i	-120	i	1.3	8	i	-51	i
40: CC(C(=O)NC1CCCC1)N(C(=O)c1ccc(-c2ccccc2)[nH]1)c1ccccc1F (stereo unspecified)
    i	i	6	i	6	i	-0.5	-4	i	-16	i
41: O=C(NCC1CC1)c1onc(CSc2ccccc2)c1C(=O)NCC1CC1
    i	i	4	i	.	i	-0.1	.	i	22	i
42: COC(=O)[C@H](Cc1ccccc1)NC(=O)N1CCN(c2ccccc2)CC1
    i	i	-1	i	6	i	-0.3	2	i	-10	i
43: CCc1ccccc1N(CC(=O)NC1CCCCC1)C(=O)CNC(=O)c1ccco1
    i	i	-16	i	-14	i	-0.1	-2	i	-10	i
44: Cc1cccc(Cn2c(CN3CCN(Cc4ccccc4)CC3)nc3c2c(=O)[nH]c(=O)n3C)c1
    i	i	-5	i	7	i	-0.5	2	i	10	i
45: CC(C)(C)c1cnnn1-c1ccc(C=O)cc1
    i	i	0	i	-7	i	0.1	-4	i	-53	i
46: Cc1cc(-c2ccccc2)nc(N(C)NC(=O)c2cccc(C(F)(F)F)c2)c1S(C)(=O)=O
    i	i	0	i	7	i	-0.2	-1	i	4	i
47: CC1=C(C(=O)OC(C)C)C(c2cccnc2)C2=C(CCCC2=O)N1 (stereo unspecified)
    i	i	-3	i	-6	i	-0.3	-2	i	5	i
48: CCOC(=O)N1CCN(c2ccc(C(C)=O)cc2F)CC1
    i	i	1	i	1	i	0.1	0	i	0	i
49: C=CCN1C(=O)/C(=C\c2ccc(Cl)cc2)N=C1SCC(=O)NC1CCCCC1
    i	i	10	i	-20	i	-0.2	10	i	0	i
50: CC1Cc2ccccc2N1C(=O)COC(=O)Cn1cnc2ccccc2c1=O (stereo unspecified)
    i	i	-1	i	-10	i	-0.1	3	i	19	i
51: CCOC(=O)N1CCN(c2nc(-c3ccco3)cc(C(F)(F)F)n2)CC1
    i	i	-9	i	-15	i	-0.4	-4	i	-9	i
52: CCNc1oc(/C=C/c2ccc(OCC)cc2)nc1C#N
    i	i	-4	i	-17	i	-2.4	52*	i	-188	i
53: Cc1cccc(-n2nnnc2SCC(=O)N(CC(C)C)c2c(N)n(CC(C)C)c(=O)[nH]c2=O)c1
    i	i	-6	i	-17	i	-0.2	-2	i	34	i
54: CCc1ccccc1Nc1nn2c(=O)c3ccc(C(=O)NCc4ccccn4)cc3nc2s1
    i	i	30	i	37	i	.	21	i	-13	i
55: CCCOc1ccc(N2C(=O)CC(N(C(=O)c3ccco3)c3ccc(OCCC)cc3)C2=O)cc1 (stereo unspecified)
    i	i	-5	i	-6	i	0.2	0	i	38	i
56: COc1cc2c(cc1OC)CN(c1nc(CN3CCCCC3)nc3sc4c(c13)CCCC4)CC2
    i	i	6	i	-1	i	-0.1	0	i	-9	i
57: COc1ccc(CC(=O)Nc2sccc2C#N)cc1S(=O)(=O)N1CCOCC1
    i	i	-6	i	.	i	-0.3	.	i	8	i
58: Cc1cc(C(=O)O)c(CSCc2cc(C(=O)O)oc2C)o1
    i	i	-6	i	-52	i	0.0	0	i	10	i
59: Cc1cc(C)c2c(=O)cc(C(F)F)oc2c1
    i	i	3	i	-27	i	-0.3	-1	i	6	i
60: Cc1ccc(S(=O)(=O)c2nc(-c3ccc(F)cc3)oc2SCC(=O)NCC2CCCO2)cc1 (stereo unspecified)
    i	i	-8	i	25	i	-0.8	5	i	21	i

# (listing goes on)
# Results follow in this order: TRPC4 PAM	TRPC4 act	SKKanGAS inh	TRPC4 block	KLF5 inh	TRPC6 act	HIF act	IEC-6 tox	TRPC6 inhibitor	aSyn UTR inh	MrgX1 antagonist
61: c1csc(CNc2nc(-c3cccs3)nc3ccccc23)c1
    i	i	6	-6*	-11	i	-1.0	-2	i	26	i
62: CCN1CCCC1CNC(=O)c1ccc(Sc2ccc(F)cc2)c([N+](=O)[O-])c1 (stereo unspecified)
    i	i	3	i	-13	i	-0.2	-13	-8.2*	19	i
63: CCCCn1c(N)c(N(CCOC)C(=O)C2CCN(S(=O)(=O)c3ccc(F)cc3)CC2)c(=O)[nH]c1=O
    i	i	3	i	.	i	-4.7	.	i	-8	i
64: Cc1ccc(NC(=S)N2CCCC(c3ccccc3)=N2)cc1
    i	i	4	i	12	i	-0.1	3	i	4	i
65: O=C(Cc1ccccc1)NNC1CC(=O)N(c2ccc(Oc3ccccc3)cc2)C1=O (stereo unspecified)
    i	i	13	i	-4	i	-0.8	-3	i	-9	i
